# A3A deaminase = inhibitors of human APOBEC3A DNA deaminase; inhibition, % at 20 µM; 330,000 tested, 0.41% active; recombinant A3A, FAM/TAMRA ssDNA deamination fluorescence; P31941;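 active means at least 40% inhibition at 20 µM here, with at most 30% in a related deaminase screen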;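 further: plate controls were A3A with DMSO for no effect and wells lacking A3A enzyme for full effect; some results filed as inactive read as strong as hits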
# mIAP activ = increases mouse intestinal alkaline phosphatase activity. muIAP, CDP-Star luminescence, 30 min; stronger effect = higher value; 1 = vehicle-only enzyme signal, 0 = enzyme-free wells. activation factor at 10 µM. 330,000 tested, 0.24% active;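 active means activation factor of at least 2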; further: the source names both 10 and 20 µM as test concentration; values of inactives mirror those of a sister screen read the other way
#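 also added = chemiluminescent substrate CDP-Star | test system = mouse IAP enzyme | signal = chemiluminescence readout | compound = DMSO-dissolved test compounds | incubation = 30 min at room temperature | benchmarks = DMSO wells, no-enzyme wells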
# tim10-1 inh = inhibits growth of tim10-1 mutant yeast | S. cerevisiae tim10-1 ts strain growth, BacTiter-Glo, 24 h | inhibition, % at 20 µM | 330,000 tested, 2.2% active;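 active means inhibition of at least 40%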;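 further: mutant grown at 25 °C; 0% = DMSO wells with yeast and 100% = wells holding no yeast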
# TIM10 inh = TIM10 yeast growth inhibition; inhibition, % at 10 µM; 330,000 tested, 1.4% active; S. cerevisiae TIM10 strain growth, BacTiter-Glo luminescence, 24 h;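 active means inhibition of 40% or more at the single tested concentration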;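 further: wild-type TIM10 isogenic control strain grown at permissive 25 °C; 0% = DMSO yeast wells and 100% = minimal medium wells without yeast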
# NALP3 yeast inh = blocks the NALP3 inflammasome reconstituted in yeast; Yeast reconstituted NLRP3/ASC/caspase-1, beta-gal luminescence, 24 h; inhibition, % at 10 µM; 330,000 tested, 0.39% active;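 active means inhibition of 50% or more; inactive means inhibition below 50%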;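 further: plate controls were induced DMSO wells for no effect and uninduced yeast grown without galactose for full effect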
# hIAP block = human IAP inhibition | inhibition, % at 10 µM | purified IAP, CDP-Star luminescence, 30 min | P09923 | 330,000 tested, 0.12% active;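 active means inhibition reaching a set limit with compound at 10 µM in the primary screen, cut at about 35% in these data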;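 further: plate controls were DMSO wells with enzyme for no effect and no-enzyme buffer wells for full effect; values of inactives mirror those of a sister screen read the other way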
# Target sequence (P09923 whole entry, looked up): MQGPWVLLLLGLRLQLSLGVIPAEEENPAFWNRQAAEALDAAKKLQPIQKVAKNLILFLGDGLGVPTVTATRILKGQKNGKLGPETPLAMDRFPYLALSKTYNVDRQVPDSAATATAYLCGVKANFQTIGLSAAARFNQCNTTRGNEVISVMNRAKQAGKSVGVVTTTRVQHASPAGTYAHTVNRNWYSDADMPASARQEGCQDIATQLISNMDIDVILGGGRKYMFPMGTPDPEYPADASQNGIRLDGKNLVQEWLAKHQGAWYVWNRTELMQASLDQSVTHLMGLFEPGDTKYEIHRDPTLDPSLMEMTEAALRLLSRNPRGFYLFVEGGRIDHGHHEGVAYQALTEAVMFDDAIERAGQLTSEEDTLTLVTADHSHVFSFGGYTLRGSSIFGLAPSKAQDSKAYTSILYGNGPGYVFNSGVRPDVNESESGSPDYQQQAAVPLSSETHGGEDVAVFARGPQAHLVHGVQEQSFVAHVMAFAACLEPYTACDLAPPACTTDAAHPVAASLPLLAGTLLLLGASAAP
# A3G deaminase = inhibitors of human APOBEC3G DNA deaminase; Q9HC16; recombinant A3G, ssDNA deamination FAM/TAMRA fluorescence; inhibition, % at 20 µM; 330,000 tested, 0.28% active; AID 493012;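 active means inhibition of at least 40% at 20 µM, with no more than 30% in the related APOBEC3A deaminase screen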;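 further: plate controls were DMSO wells with A3G for no effect and wells lacking A3G enzyme for full effect; some compounds called inactive have numbers as strong as hits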
# Target sequence (Q9HC16 whole entry, looked up): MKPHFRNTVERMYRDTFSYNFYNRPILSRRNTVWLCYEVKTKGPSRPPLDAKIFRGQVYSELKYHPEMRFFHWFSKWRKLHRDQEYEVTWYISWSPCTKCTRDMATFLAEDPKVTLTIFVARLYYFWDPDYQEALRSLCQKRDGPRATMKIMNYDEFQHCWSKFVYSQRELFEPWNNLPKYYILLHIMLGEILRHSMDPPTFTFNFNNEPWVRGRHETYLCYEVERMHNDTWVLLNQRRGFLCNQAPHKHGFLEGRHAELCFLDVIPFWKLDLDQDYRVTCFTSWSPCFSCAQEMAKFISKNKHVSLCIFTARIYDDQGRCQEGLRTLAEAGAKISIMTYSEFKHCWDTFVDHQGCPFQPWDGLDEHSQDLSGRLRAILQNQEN
# mIAP block = blocks mouse intestinal alkaline phosphatase. purified mouse IAP, CDP-Star luminescence, 30 min. inhibition, % at 10 µM. 330,000 tested, 0.2% active;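 active means inhibition of at least 40% at 10 µM in the primary screen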;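 further: plate controls were DMSO with enzyme for no effect and no enzyme wells for full effect; values of inactives mirror those of a sister screen read the other way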
# beta cell repl = MIN6 beta-cell proliferation induction | MIN6 cells proliferation, ATPlite luminescence, 48 h; cells starved in 0.2% serum; 100% = growth in 10% serum | proliferation, % at 10 µM | 330,000 tested, 0.29% active;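 active means compounds whose signal lies at least 3.5 SD above the mean of all wells on their plate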;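 further: 0% = DMSO-treated cells in low-serum medium and 100% = 10% serum control; some compounds called inactive have numbers as strong as hits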
# Numbers without * were called inactive.
SMILES,A3A deaminase,mIAP activ,tim10-1 inh,TIM10 inh,NALP3 yeast inh,hIAP block,A3G deaminase,mIAP block,beta cell repl
Cc1ccc(N2CC(C(=O)Nc3ccc(S(=O)(=O)NCC4CCCO4)cc3)CC2=O)cc1 (stereo not given),2.0,1.1,0.5,-9.9,-3.6,-10.0,2.7,-10.2,-2.0
CCOc1cc(CN2CCN(c3cccc(C(F)(F)F)c3)CC2)ccc1O,-4.5,0.977,17.7,13.5,-85.1,8.0,-14.4,2.3,-6.5
Cc1cccc(-n2nc3c(c2NC(=O)c2cc4ccccc4o2)CS(=O)(=O)C3)c1,-2.2,1.04,33.5,20.6,-11.5,-14.4,-6.0,-3.9,0.1
COc1cc(OC)c(C2=NOC(C(=O)NCc3ccc4c(c3)OCO4)C2)cc1Cl (stereo not given),-5.2,1.01,24.2,-0.2,21.3,-22.3,-6.1,-0.6,-3.3
COc1cccc(C2=NOC(C(=O)Nc3cc(C)on3)C2)c1OC (stereo not given),-0.3,1.02,0.9,10.4,7.6,-3.0,-5.3,-2.0,5.7
CC(C)OC(=O)CSc1nc2ccccc2s1,-3.1,0.937,8.0,-12.3,0.1,-14.8,-4.0,6.3,-3.4
CC1(C)C(=O)Nc2ccccc2N1C(=O)COc1cc(Cl)ccc1Cl,2.6,0.974,15.2,-2.6,5.6,13.5,-1.3,2.6,0.1
O=C(OCc1nnc(-c2ccccc2)o1)c1cc(S(=O)(=O)N2CCOCC2)c(Cl)cc1Cl,0.6,0.97,12.5,-0.7,-2.7,17.6,0.7,3.0,-2.7
Nn1c(=O)c2ccccc2n2c(SCc3ccccc3)nnc12,-2.1,1,1.6,-0.2,-2.3,-1.5,-4.7,-0.2,3.0
CNC(=O)CSc1nnc(C2CC2)n1-c1ccccc1,-1.6,0.93,4.2,-3.8,6.7,-5.4,-3.0,7.0,0.9
Cc1noc(C)c1COc1ccc(C(=O)NCCc2ccccn2)cc1,-3.2,1.11,13.1,3.3,3.9,3.8,-7.1,-11.3,-0.7
CC(=O)N/C(=N/c1nc(C)cc(C)n1)Nc1ccc(F)cc1F,-1.6,0.976,4.6,13.6,25.6,-19.6,-9.1,2.4,-2.9
CCCn1c(CN2CCN(C)CC2)nc2ccccc21,-0.8,1.04,11.3,1.9,-17.2,-7.8,-3.7,-4.3,-1.0
COC(=O)C1C(c2ccccc2)NC(=O)NC1(O)C(F)(F)Cl (stereo not given),1.6,0.925,-5.5,3.1,21.2,6.8,-6.0,7.5,-3.0
O=C(Nc1ccccc1)NC1CCN(Cc2ccccc2)CC1,-0.8,1.06,4.7,6.7,-1.3,2.9,-7.8,-5.6,5.3
O=c1cc(CNCCCO)c2ccccc2[nH]1,-2.9,1.01,-10.2,1.7,3.6,1.8,-0.7,-1.1,-0.8
COC(=O)CN(c1cc(C(F)(F)F)ccc1Cl)S(C)(=O)=O,0.9,0.995,-23.0,1.1,2.8,14.4,-2.4,0.5,-1.7
COc1cccc(NC(=O)c2ccc3c(c2)CCCC3)c1,-0.6,1.05,8.9,21.8,34.2,17.2,4.3,-5.0,-5.2
O=C(N1CCCC1)C12CC3CCC(CC(C3)C1)C2,-2.2,1.03,13.7,-15.7,31.8,-5.7,-10.5,-3.3,-2.2
C=CCN1C(=O)c2ccc(C(=O)N3CCN(S(=O)(=O)c4cccc(F)c4)CC3)cc2C1=O,0.6,0.951,4.7,-11.1,9.2,0.5,-4.8,4.9,-0.8
CCSc1nnc(NC(=O)Cc2cccc(OC)c2)s1,2.3,0.99,27.6,-4.3,14.1,2.5,-0.1,1.0,-1.5
O=P(O)(O)COc1ccccc1P(=O)(c1ccccc1)c1ccccc1,-2.4,0.918,5.8,3.3,8.6,11.9,-3.4,8.2,0.0
COc1ccc(-c2nnc(NC(=O)C3=COCCO3)o2)cc1,3.3,0.993,-12.6,0.0,18.2,-8.9,-0.9,0.7,-0.2
O/N=C(/CCc1ccccc1)c1ccc2c(c1)OCCO2,-2.3,1.15,24.7,23.8,48.9,0.1,-4.9,-14.5,-0.3
COc1cccc(C(C(=O)NC(C)(C)C)N(CCC(C)C)C(=O)CCC(=O)Nc2cc(C)on2)c1OC (stereo not given),-0.7,0.967,-8.0,1.1,-5.7,-16.8,-5.5,3.3,2.8
COCn1c(COc2ccccc2)nc2ccccc21,-1.0,1.01,16.1,9.4,31.8,11.4,-0.2,-0.8,-1.1
Cc1cc(N2CCN(C(c3ccccc3)c3ccccc3)CC2)n2ncnc2n1,1.3,1.01,17.9,12.1,8.0,-3.2,-3.6,-0.7,-3.0
CN(C)c1nc(N/N=C/c2c[nH]c3ccccc23)nc(N2CCOCC2)n1,-5.7,0.982,10.8,10.4,7.9,6.9,-3.6,1.8,0.5
Cc1ccc([C@H]2C(C(=O)O)=CC[C@@H](c3ccc(C(C)C)cc3)N2S(=O)(=O)c2ccc(C)cc2)cc1,-1.0,0.947,20.7,12.5,7.1,-32.3,-0.2,5.3,-5.0
O=C(NCC1CCCO1)c1cccc(NC(=O)c2ccco2)c1 (stereo not given),-0.3,1.03,-6.5,-5.9,6.6,-5.6,-5.2,-3.1,-2.3
CCOc1cccc(/C(O)=C2/C(=O)C(=O)N(CCOC)C2c2ccco2)c1 (stereo not given),3.8,0.982,-3.8,3.3,-7.4,-8.7,-1.9,1.8,-1.6
CCCCNc1nc(-c2ccccc2)cc(C(F)(F)F)c1C(N)=O,-3.4,0.92,31.0,1.6,-11.6,27.2,-0.9,8.0,-1.2
C[C@@]12C(=O)Nc3ccc(Br)cc3C(=O)N1[C@H]1c3cc(Cl)ccc3OC[C@@H]1[C@@H]2c1ccccc1,-0.5,0.984,27.7,27.0,19.1,9.4,-7.4,1.6,-8.5
O=C(N/N=C/c1c[nH]c2ccccc12)c1cc(-c2ccccc2)n[nH]1,0.0,1.03,-20.6,10.0,4.7,14.5,-3.7,-3.5,-1.1
Cc1cc(C)c2nc3sc(C(=O)N4CCOCC4)c(N)c3cc2c1,-3.6,0.957,23.2,24.6,2.7,-13.5,-2.3,4.3,-5.7
CCN(CC)S(=O)(=O)c1cc(NC(=O)COC(=O)CCC(=O)c2cccs2)ccc1C,-0.4,0.956,21.1,19.4,24.5,12.0,-3.0,4.4,1.1
Cc1ccc(C(=O)Nc2ncc(C)s2)o1,-0.3,0.949,28.0,4.8,26.7,-0.2,-4.0,5.1,-3.7
CN1CCN(c2ccc(C(F)(F)F)cc2NC(=O)Nc2ccccc2)CC1,2.3,1.44,19.5,-1.2,6.3,-8.8,-7.3,-43.7,-6.1
CCCn1c2ccccc2c2cnn(CC(=O)NCCN(CC)CC)c(=O)c21,-1.3,0.958,19.5,2.0,4.6,5.9,-8.5,4.2,-2.0
O=C(CSCc1ccccc1)Nc1ccc2c(c1)C(=O)NC2=O,4.4,0.974,7.4,6.0,7.1,12.8,0.6,2.6,-0.5
O=C(NCc1nnc(SCC(=O)N2CCC(Cc3ccccc3)CC2)o1)c1ccco1,-2.5,1.14,9.5,13.9,16.1,-2.1,-7.1,-13.8,-2.7
O=C(NC1CCCCC1)C(c1cccnc1)N(C(=O)CCl)c1ccccc1Cl (stereo not given),-0.3,0.9,26.5,8.5,21.5,9.2,-2.0,10.0,0.0
CCCCSc1cnn(-c2ccccc2)c(=O)c1SCCCC,3.0,0.92,24.3,0.2,10.5,8.5,3.4,8.0,-5.5
CC1(C)OC(=O)C(=Cc2ccc[nH]2)C(=O)O1,-3.6,0.983,11.5,4.7,-2.2,-9.6,-3.1,1.7,6.5
CCOC(=O)c1sc(NC(=O)CSc2n[nH]c(CC)n2)nc1C,-0.5,0.69,-3.5,-17.0,21.5,-24.7,-9.7,31.0,-1.6
O=C(Nc1ccc(N2CCOCC2)cc1)c1cc(-n2cnnc2)ccc1Cl,-5.1,0.995,-15.0,96.5*,5.9,-1.7,-8.4,0.5,0.4
N#Cc1ccccc1NC(=O)CN1C(=O)NC(Cc2c[nH]c3ccccc23)C1=O (stereo not given),-3.8,0.909,-36.5,2.8,11.6,-3.4,-4.2,9.1,-2.4
Cc1ccc(CCNC(=O)C2CCN(S(=O)(=O)c3cccc4nonc34)CC2)cc1,-2.4,0.892,1.1,16.1,9.1,18.0,-6.4,10.8,0.2
COc1ccc(C(=O)O/N=C(\N)Cc2ccc([N+](=O)[O-])cc2)c(OC)c1,-4.3,1.09,75.3*,51.3*,-1.9,1.3,-14.2,-8.7,-3.4
CCOc1ccc(CN2CCN(CCCc3ccccc3)CC2CCO)cc1 (stereo not given),-2.5,1.1,-7.8,-8.1,7.1,-5.9,-5.4,-9.6,0.8
O=C(COc1cccnc1[N+](=O)[O-])c1ccc(Cl)s1,28.5,0.72,6.3,-2.4,-1.8,12.1,20.9,28.0,0.4
CC1CCN(S(=O)(=O)c2ccc(Cl)cc2Br)CC1,-1.3,0.881,28.7,23.6,16.2,5.8,-3.2,11.9,-1.8
CC(C)(C)C(=O)OCOC(=O)[C@@H]1N2C(=O)[C@@H](N=CN3CCCCCC3)[C@H]2SC1(C)C,-6.9,1.01,8.1,1.5,6.0,28.4,-9.5,-0.7,-1.5
CN1CCCC(OC(=O)c2ccc(S(=O)(=O)N(C)C)cc2)C1 (stereo not given),4.0,1.04,4.7,-2.8,-1.1,-4.3,-5.0,-4.4,-1.0
O=C(CNC(=O)c1cccnc1)N/N=C/c1ccc(O)cc1O,1.1,0.885,5.1,-11.2,4.1,-66.4,-6.1,11.5,0.7
CC1=C(C(=O)OCC2CCCO2)C(c2ccccc2)NC(=O)N1 (stereo not given),-0.1,1.02,-3.4,-1.9,11.6,-3.1,-2.6,-2.0,-2.1
[O-]/[N+](=C\c1ccc(F)cc1)c1ccccc1,-3.9,0.968,-1.2,3.0,-9.3,-65.7,-3.1,3.2,-0.1
Cc1ccc(S(=O)(=O)N2CCOCC2)cc1NCC(=O)Nc1ccc(OC(F)(F)F)cc1,14.4,1.02,1.1,-6.4,7.2,9.3,1.9,-1.7,-0.3
Oc1ccc(Br)cc1C1Nc2ccccc2S1 (stereo not given),-0.9,0.953,13.8,14.0,10.7,-14.4,-0.6,4.7,-2.2
Cc1ccc(CNC(=O)Cn2c(=O)n(-c3ccccc3)c(=O)c3sccc32)cc1,0.6,1.01,8.9,-6.3,-5.4,4.5,-6.0,-1.3,0.2
COc1cc(C(=O)OCc2ccccc2C#N)ccc1OCC(=O)N1CCOCC1,-2.5,0.975,-3.5,10.1,0.2,11.3,-7.7,2.5,-2.4

# Compound profiles, from the list above. Values in the order: A3A deaminase	mIAP activ	tim10-1 inh	TIM10 inh	NALP3 yeast inh	hIAP block	A3G deaminase	mIAP block	beta cell repl
# O=C(NC1CCCCC1)C(c1cccnc1)N(C(=O)CCl)c1ccccc1Cl (stereo not given) reads -0.3	0.9	26.5	8.5	21.5	9.2	-2.0	10.0	0.0
# CCOC(=O)c1sc(NC(=O)CSc2n[nH]c(CC)n2)nc1C reads -0.5	0.69	-3.5	-17.0	21.5	-24.7	-9.7	31.0	-1.6
